Assay outcomes deposited in PubChem by several laboratories.
Cl transport mod – modulates chloride dependent transport by human KCC2. 190,000 tested, 2.2% active. KCC2 cells, thallium flux FluoZin-2 fluorescence. B-score of Tl+ flux slope (higher = more flux/activation; lower = inhibition) at 10 µM. Q9H2X9;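 active means thallium flux slope and its plate-corrected score both differing from the plate sample mean at a set confidence after two filtering rounds, in either direction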;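 further: slope of fluorescence scaled to starting intensity during 10 to 20 s after thallium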
Rad51 HR inh – Rad51 (human) homologous recombination inhibition; Q06609; hRad51 DNA strand exchange, fluorescence dequenching; inhibition, % at 10 µM; 200,000 tested, 0.085% active; AID 1385;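 active means inhibition above 40% at the single screening dose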;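 further: 0% = DMSO control wells and 100% = blanks with heterologous ssDNA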
Target sequence (Q06609 whole entry, looked up): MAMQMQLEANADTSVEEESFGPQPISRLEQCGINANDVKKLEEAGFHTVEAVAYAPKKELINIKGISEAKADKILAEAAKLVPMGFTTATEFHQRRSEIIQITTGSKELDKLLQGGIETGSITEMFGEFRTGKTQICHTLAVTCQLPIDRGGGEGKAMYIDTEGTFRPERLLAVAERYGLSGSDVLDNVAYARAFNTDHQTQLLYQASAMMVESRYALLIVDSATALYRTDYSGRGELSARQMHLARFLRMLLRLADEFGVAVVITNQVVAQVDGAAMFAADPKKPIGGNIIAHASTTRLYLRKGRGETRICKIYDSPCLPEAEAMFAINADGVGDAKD
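material = hRad51 filaments on single-stranded DNA | timing = filaments 15 min 37 °C, then compound 30 min | signal = FRET fluorescence dequenching, excitation 485 nm, emission 520 nm | benchmarks = control wells and blank wells on each plate | evaluation = percent inhibition relative to plate controls and blanks | compound = 10 µM final, single point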
Furin inhibitor – inhibitors of human furin; P09958; purified furin, fluorogenic substrate cleavage; inhibition, % at 30 µM; 220,000 tested, 0.061% active; in the data active means inhibition above about 25%; further: inactives centre near -15
Target sequence (P09958 108-714 limits assumed): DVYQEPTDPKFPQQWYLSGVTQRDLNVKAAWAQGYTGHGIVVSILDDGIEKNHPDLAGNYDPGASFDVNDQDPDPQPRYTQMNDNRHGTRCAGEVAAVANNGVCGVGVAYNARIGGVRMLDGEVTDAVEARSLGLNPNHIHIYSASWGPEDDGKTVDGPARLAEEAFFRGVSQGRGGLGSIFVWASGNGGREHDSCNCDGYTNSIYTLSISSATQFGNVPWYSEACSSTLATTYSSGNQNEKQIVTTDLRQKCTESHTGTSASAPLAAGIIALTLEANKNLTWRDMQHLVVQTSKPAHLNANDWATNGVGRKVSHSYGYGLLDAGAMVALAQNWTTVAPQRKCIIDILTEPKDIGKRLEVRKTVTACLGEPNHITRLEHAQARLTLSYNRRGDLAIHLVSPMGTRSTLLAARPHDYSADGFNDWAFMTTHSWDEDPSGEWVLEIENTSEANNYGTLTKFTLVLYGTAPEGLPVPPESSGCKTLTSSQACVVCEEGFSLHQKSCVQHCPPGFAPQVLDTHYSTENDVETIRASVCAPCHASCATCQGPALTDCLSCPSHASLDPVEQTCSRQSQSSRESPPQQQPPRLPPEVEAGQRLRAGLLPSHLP
FXIIa inh – blocks human coagulation factor XIIa protease activity. inhibition, % at 5 µM. purified FXIIa, Boc-QGR-AMC fluorogenic substrate, 2 h. AID 800. 220,000 tested, 0.3% active; in the data active means inhibition above about 40%;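 further: 0% = enzyme with no compound and 100% = blank without enzyme; many of its hits are not listed in these tables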
FXIa inh 1536 – factor XIa (human) inhibition | P03951 | purified FXIa, Boc-Glu-Ala-Arg-AMC fluorogenic substrate | inhibition, % at 5 µM | 220,000 tested, 0.14% active | AID 798;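 active means inhibition of at least 40%; inactive means inhibition below 40%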;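 further: fluorescence of freed AMC excited at 355 nm; 0% = enzyme without compound and 100% = no enzyme blank; many of its hits are not listed in these tables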
PERK inh – human PERK inhibition, primary cell-based screen; Q9NZJ5; CHO PERK-DD fusion, SEAP luminescence translation reporter; inhibition, % at 5.6 µM; 220,000 tested, 0.17% active; AID 1416;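 active means inhibition above the mean inhibition of all tested compounds plus 3 SD, set separately per screening campaign, cut at about 2.9% in these data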;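 further: PERK kinase domain activated by AP20187 dimerizer at 100 nM; 0% = DMSO with dimerizer and 100% = rapamycin at 8.4 µM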
m-calpain inh – calpain II (pig) inhibition; purified calpain II, fluorogenic peptide substrate, 30 min; 220,000 tested, 0.37% active; inhibition, % at 16 µM;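 active means inhibition above about 50%, limit read from the data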
thrombin 1536 – thrombin (human) inhibition. alpha-thrombin, Boc-VPR-AMC fluorogenic substrate cleavage. 220,000 tested, 0.26% active. AID 1046. inhibition, % at 5 µM. P00734;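 active means inhibition at or above 40%; inactive means inhibition below 40%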;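 further: 0% = enzyme with no compound and 100% = wells without enzyme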
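Test system: human alpha-thrombin; medium: pH 7.5 Tris-saline with Tween 20; times: reaction at room temperature; signal: AMC fluorescence at 355 nm excitation and 460 nm emission; also added: Boc-VPR-AMC substrate, 15 µM final; dosing: one concentration per compound, 5 µM, with 0.2% DMSO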
KLK5 inh – blocks human kallikrein 5 protease activity | Q9Y337 | recombinant hK5, fluorogenic AMC substrate cleavage | inhibition, % at 5 µM | 210,000 tested, 0.59% active | AID 873;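 active means inhibition of 40% or more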;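 further: 0% = enzyme controls without compound and 100% = no-enzyme blanks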
* marks the source's active call; other numbers are inactive results; i = inactive; . = not tested or not shown; & = joins results of further samples; [ ] = another dose, or the depositor's remark. Not all compounds are listed, so the mix of outcomes need not match the whole.

SMILES	Cl transport mod	Rad51 HR inh	Furin inhibitor	FXIIa inh	FXIa inh 1536	PERK inh	m-calpain inh	thrombin 1536	KLK5 inh
COc1ccc(C(OC(=O)c2ccco2)C(=O)NCc2ccco2)cc1 (centres undefined)	-0.1	-5	-8	14	-1	-1.1	-19	-1	3
CSc1nc2cc(S(=O)(=O)N3CCCCC3)ccc2s1	0.75	-16	-22	3	-9	-0.1	27	-4	2
CCOc1ccc(NC(=O)CCNc2c(N3CCCC3)c(=O)c2=O)cc1	-0.25	.	-31[20 µM]	9	-4	0.8	0	-3	-24
NC(=O)c1ccsc1NC(=O)C1CCCCC1	0.11	-2	-17	3	2	-0.6	-9	-4	-7
CS(=O)(=O)Cc1nc2ccccc2oc1=O	-0.052	-1	-10	6	-9	2.0	-1	1	-30
CC(C)Oc1ccc(C(=O)Nc2ccc(Cl)c(S(=O)(=O)Nc3ccc(Cl)cc3)c2)cc1	-0.36	4	-21	11	-2	-0.7	-32	-4	-13
CC(C)Oc1ccc(NC(N)=O)cc1	-0.67	1	-2	10	3	0.5	-23	2	-11
Cc1c(/C=C/C(=O)c2ccc(C(C)C)cc2)cnn1C	-1.1	-5	-8	-3	-5	0.3	3	-3	-15
CCOC(=O)c1c(NC(=O)CSc2nnc3c(n2)[nH]c2ccc(F)cc23)sc(C(C)=O)c1C	-0.59	12	-16[20 µM]	8	4	0.9	-7	3	-8
Cc1cc(Oc2ccc(N)cn2)ccc1Cl	0.92	18	-21	7	0	1.0	-7	-2	3
CCn1c(=O)cc(SCC(=O)NCc2ccccn2)c2ccccc21	-0.54	2	-18	-7	-9	-0.1	-14	-8	-7
CCCCn1c2nc3ccccc3nc2c2c(=O)n(CCC)cnc21	-0.025	2	-12	17	4	0.8	-227	2	-42
Nc1nc(Cl)cc(Nc2ccccc2Cl)n1	-1.4	6	-27	9	-1	0.6	-10	0	-2
CCc1ccc(NC(=O)Nc2c(C)n(C)n(-c3ccccc3)c2=O)cc1	0	-29	-10	0	-8	0.7	21	-2	-14
Cc1ccc(C2OC3=C(C(=O)CC(C)(C)C3)C(N)=C2C#N)o1 (centres undefined)	0.88	-15	-13	30	28	-0.7	19	25	9
CCOc1ccccc1N1CCN(Cc2cccc(OC)c2O)CC1	-1	0	-12[20 µM]	-9	-8	-0.4	-5	-12	-4
Cc1ccc2cccc(OC(=O)c3ccc4c(c3)OCCO4)c2n1	.	1	-23	-7	-10	1.6	9	-4	-20
CC(C)Nc1nnc(Sc2ccc(Cl)cc2[N+](=O)[O-])s1	-0.53	0	-19	4	-1	0.9	71*	-5	-7
COc1cc(S(=O)(=O)N2CCOCC2)c(OC)c(S(=O)(=O)N2CCOCC2)c1	0.55	-7	-25[20 µM]	.	.	0.8	.	.	.
CCn1c(SCC(=O)Nc2ncc(C(F)(F)F)cc2Cl)nnc1-c1ccccc1	0.018	-11	-23	7	4	0.4	-1	-2	6
Cc1noc2ncnc(Oc3ccccc3Cl)c12	0.65	2	-13	-5	-4	0.2	-20	-1	-19
CCOC(=O)c1cnc(SCC(=O)Nc2ccc(N3CCOCC3)c(Cl)c2)nc1N	-0.23	-5	-11[20 µM]	10	-1	-0.5	25	-1	-22
C=CCn1c(-c2ccc3[nH]c(C)c(C)c3c2)n[nH]c1=S	-0.0096	17	-29[20 µM]	14	2	0.8	-52	4	-2
CCC(c1nnnn1Cc1cccs1)N1CCN(C2CCCC2)CC1 (centres undefined)	0.24	-3	-4	12	9	-0.1	-7	0	47*
Cc1ccc(CNC(=O)C2CC(=O)N(C3CCCCCCC3)C2)cc1 (centres undefined)	.	-5	-21	4	0	-0.6	-21	2	0
CCOC(=O)Cn1c(-c2cccnc2Cl)nc2ccccc21	.	4	-17[20 µM]	-5	4	0.1	16	1	-1
CCC(=O)NC(=S)NNC(=O)COc1ccc(Br)cc1	7.6*	0	-31	2	-6	0.3	-28	-11	-14
COc1ccc(/C=C/C(=O)NCCNC(=O)c2ccccc2)cc1OC	-0.025	7	-9	15	-1	0.4	-34	2	-19
Cn1nc(-c2ccccc2)c(CO)c1Oc1cccc(C(F)(F)F)c1	-0.18	7	-4	6	-3	-0.3	9	-10	-6
Cc1ccc2cc(CCNS(=O)(=O)c3ccc(F)cc3)c(=O)[nH]c2c1	-0.32	-3	-26	10	5	1.1	2	-1	-16
O=C(Nc1ccccc1F)NC1CCCc2ccccc21 (centres undefined)	0.019	-4	-12	6	-4	0.8	6	1	-5
CC(C)Oc1ccc(Oc2ccc(C(F)(F)F)cn2)cc1	.	3	-14[20 µM]	8	3	1.4	13	0	2
CCNc1nc(Oc2ccc(C(=O)OCC)cc2)nc(N2CCOCC2)n1	0.2	-6	-21	-1	-2	-0.1	20	-13	-6
O=C(OCC(=O)c1c[nH]c2ccccc12)c1cccc(S(=O)(=O)N2CCCCCC2)c1	0.38	5	-27	-7	-1	-0.3	1	-6	-9
CCOc1ccc(S(=O)(=O)NCc2ccc(C)cc2)c2cccnc12	0.25	.	-14	5	0	-0.8	-33	-4	-12
O=[N+]([O-])c1ccc(-c2nc(NCc3ccccc3)c3ccccc3n2)cc1	-0.34	-2	-17	4	11	0.5	5	0	-11
CCOC(=O)C1=C(O)/C(=C/c2ccc(OCC(=O)O)c(OCC)c2)SC1=Nc1ccc(C)cc1	-2.2	-2	4	10	6	0.2	-48	.	2
CCOC(=O)C1CCCCN1Cc1cn[nH]c1-c1ccc(F)cc1F (centres undefined)	-0.39	.	-16	2	-5	0.6	2	-6	.
O=C1OCC/C1=C\c1ccc(O)cc1	-0.11	-1	-21	5	8	1.9	16	-2	4
C=CCC(C)(NCc1ccccc1)c1ccccc1 (centres undefined)	.	7	-2[20 µM]	7	-6	-0.6	28	5	-18
O=C(O)Cc1sc(-c2ccc(Cl)cc2)nc1-c1ccccc1	.	-2	-12[20 µM]	23	9	-0.3	-29	6	-9
C/C(=N\O)c1oc2ccc3c(C)cc(=O)oc3c2c1C	i	22	-18	4	1	1.1	6	-4	2
COc1ccc(Cc2nn3c(-c4ccccc4OC)nnc3s2)cc1	-1.5	4	-32	9	-2	0.3	-7	-2	4
Fc1ccc(NC(=S)N2CCCC2)cc1Cl	-0.15	-5	-16	14	2	0.5	-2	-8	-17
Oc1cccc(C2c3[nH]c4ccccc4c3CCN2Cc2ccoc2)c1 (centres undefined)	-0.6	-9	-26	2	-6	-0.3	-78	-9	-3
Cc1ccc(NC(=O)Cc2cc(C(=O)O)c3ccccc3n2)c(C)c1	-0.27	-98	-9	19	11	-0.1	4	15	19
Fc1ccc(NC(=S)NNc2ncc(C(F)(F)F)cc2Cl)c(F)c1	53*	-2	-15	8	4	-0.6	8	3	-3
CCOC(=O)C1=C(N)N2C(=O)C(C)SC2=C(C(=O)OCC)C1c1ccccc1 (centres undefined)	0.7	5	-8[20 µM]	0	-3	1.8	17	-10	1
COC(=O)c1ccccc1NC(=O)CSCC(=O)Nc1ccccc1	-1.3	-5	-19	23	-4	0.7	19	-1	10
Cc1ccccc1NC(=O)C(C)c1ccc(-c2ccccc2)c(F)c1 (centres undefined)	-1.8	6	-7[20 µM]	11	1	-0.4	-6	-3	2
COC(=O)C1=C(C)NC(C)=C(C(=O)OC)C1C(=O)OCCN1C(=O)c2ccccc2C1=O	0.72	1	2	19	9	-2.0	-20	3	-8
CSc1ccccc1C(=O)Nc1cc([N+](=O)[O-])ccc1C	0.11	13	-33	11	-1	-0.8	11	-1	2
CC(C)c1ccc(NC(=O)c2cc3c(=O)n(C)c4ccccc4c3n2C)cc1	-0.76	9	-42	8	4	-0.8	-52	3	5
Cc1cccc(C)c1N1CCN(c2ccc3nnc(C(F)(F)F)n3n2)CC1	0.52	-7	-7[20 µM]	33	19	-0.7	16	1	-4
O=C1CCCc2c1nc(-c1ccc(F)cc1)n2O	0.14	.	-6	8	9	1.6	-4	-9	-2
CCOC(=O)c1c(NC(=O)CSc2nc3nc(C)cc(C)n3n2)sc(CC)c1C	-1.5	0	-10	11	7	0.9	-12	-1	-22
COc1ccc(-n2c(O)c(/C=N/Nc3nc(C)cc(C)n3)c3ccccc3c2=O)cc1OC	1.6	1	-20	0	-4	-0.1	-26	-5	-14
COC(=O)c1c(NC(=O)COC(=O)[C@@H](NS(=O)(=O)c2ccccc2)C(C)C)sc2c1CCC2	2.5	-7	-29	11	1	-0.8	-11	-3	2
CCOC(=O)c1c(C)n(C)c2ccc(O)c(CN(CC)CC)c12	.	2	-20[20 µM]	15	4	0.0	-38	-1	15
CCn1c(=S)[nH]c2cc(Cl)ccc21	10*	25	-13	4	4	0.5	-1	4	3

3 entries picked at random from those above:
SMILES	Cl transport mod	Rad51 HR inh	Furin inhibitor	FXIIa inh	FXIa inh 1536	PERK inh	m-calpain inh	thrombin 1536	KLK5 inh
Cc1cccc(C)c1N1CCN(c2ccc3nnc(C(F)(F)F)n3n2)CC1	0.52	-7	-7[20 µM]	33	19	-0.7	16	1	-4
Cc1ccccc1NC(=O)C(C)c1ccc(-c2ccccc2)c(F)c1 (centres undefined)	-1.8	6	-7[20 µM]	11	1	-0.4	-6	-3	2
CCn1c(=S)[nH]c2cc(Cl)ccc21	10*	25	-13	4	4	0.5	-1	4	3

The list goes on:
SMILES	Cl transport mod	Rad51 HR inh	Furin inhibitor	FXIIa inh	FXIa inh 1536	PERK inh	m-calpain inh	thrombin 1536	KLK5 inh
CC1(C(=O)O)CCC(C(=O)N2CCOCC2)C1(C)C (centres undefined)	.	5	-9	19	3	1.4	9	1	0
CCOC(=O)C1=C(C)NC(C)=C(C(=O)OCC)C1	0.28&-0.67	-5&15	-8[20 µM]	18&5	-1&-6	1.9&1.0	-46&-66	-3	1&0
COc1ccc(CCn2c(=S)[nH]c3cc(C(=O)N4CCOCC4)ccc3c2=O)cc1OC	0.044	21	-15	-2	-7	0.5	-7	-1	-13
CC/C(O)=C1\C(=O)CCCC1=NCCc1nc2ccccc2[nH]1	-1	1	-6	3	-5	0.6	-16	-3	-3
CCOC(=O)Cc1csc(NS(=O)(=O)c2ccccc2)n1	0.3	.	-12[20 µM]	17	3	0.1	9	1	-2
Oc1ccc(C=NC2CCCCC2)c(O)c1	0.39	1	-23	16	2	0.6	12	1	9
CCOC(=O)c1c(C)[nH]c(=S)c(C#N)c1-c1ccccc1	2.6	14	-12	10	17	0.2	4	0	-11
CCS(=O)(=O)N1Cc2ccccc2CC1C(=O)Nc1ccc(NC(C)=O)cc1 (centres undefined)	.	-5	-1[20 µM]	17	2	-1.9	-65	1	7
O=C(CSc1cccc[n+]1[O-])Nc1ccc2c(c1)OCO2	-0.37	15	-14	1	-5	1.3	14	-4	-16
Nc1nc(SCC(=O)Nc2ccc(Oc3ccccc3)cc2)n[nH]1	-0.079	18	-22	10	-6	0.6	5	-2	-14
CS(=O)(=O)c1sc(C(=O)NC(=S)Nc2ccc(OC(F)(F)F)cc2)c2c1C=CCC2	6.8*	2	-24	10	4	-0.3	4	-2	6
CC1CCCCN1CC(=O)NCc1ccc2c(c1)OCO2 (centres undefined)	0.34	-2	-18	2	7	-0.3	6	-2	6
COc1ccc([N+](=O)[O-])cc1/C=N/NC(=O)CNC(=O)C(c1ccccc1)c1ccccc1	0.14	-2	-11	-2	0	-0.2	-17	-5	3
CCOc1cc(NC(=O)c2ccccn2)c(OCC)cc1NC(=O)CC(C)C	.	1	-35[20 µM]	29	18	-0.5	-24	0	-4
